HP1b chromo inh = HTS for Inhibitors of HP1-beta Chromodomain Interactions with Methylated Histone Tails | Chromobox protein homolog 1 (Homo sapiens), P83916 | AlphaScreen HP1-beta / biotin-H3K9me3 peptide binding | Potency, µM (titrated, usually from 114 µM), inactives show top-dose activity change, negative = inhibition, most hits filed as inhibitors | 390,000 tested, 0.56% active; also: potency is read from the fitted curve at half-maximal effect; nearly all actives have a fitted effect of over 70% in size; inactives centre near 23
Target sequence (P83916 whole entry, looked up): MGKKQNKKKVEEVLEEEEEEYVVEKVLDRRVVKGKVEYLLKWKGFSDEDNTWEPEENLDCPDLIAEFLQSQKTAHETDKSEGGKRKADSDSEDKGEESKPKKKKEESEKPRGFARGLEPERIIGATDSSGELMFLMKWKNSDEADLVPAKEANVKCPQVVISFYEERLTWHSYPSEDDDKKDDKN
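HP1-beta protein (50 nM final) preincubated 30 min at room temperature with biotinylated H3(1-18)K9me3 peptide (50 nM) in PBS pH 7.4, 0.01% Tween-20, then compound added for 30 min. AlphaScreen streptavidin donor/nickel chelate acceptor beads (10 ug/mL final), 30 min dark, luminescence read.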
GLS inh = qHTS for Inhibitors of Glutaminase (GLS); Glutaminase kidney isoform, mitochondrial (Homo sapiens), O94925; GLS enzymatic activity, qHTS titration; Potency, µM (highest dose often 45.5 µM), inactives show at the highest dose activity change, negative = inhibition, most hits filed as inhibitors; 410,000 tested, 0.21% active; AID 624170, 2012; also: potency is read from the fitted curve at half-maximal effect; % is scaled to controls: 0 for no effect and ±100 for the full control effect
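hKGA in 45 mM KH2PO4 pH 8.2, 0.02% Tween-20 with pin-transferred compounds; 1 mM L-glutamine (stock) plus glutamate oxidase/HRP/Amplex Red coupling added. Fluorescence read initially and after 30 min at RT.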
Pin1 inh = qHTS Assay to Find Inhibitors of Pin1. Peptidyl-prolyl cis-trans isomerase NIMA-interacting 1 (Homo sapiens), Q13526. Pin1 FP peptide displacement, HiFluor488, 10 min. Potency, µM (highest dose often 115 µM), for inactives: at the highest dose activity, negative = inhibition, actives largely listed as inhibitors. 390,000 tested, 0.009% active. AID 504891, 2011; active = well fitted inhibition curve with a large enough effect in the polarisation, with a control signal flat, not every such curve was filed as active; inconclusive = small, poorly fitted or top-dose-only effect, or effect the other way, or a change in a side signal; inactive = no such curve, though single readings can be large or run the other way; the % refers to the polarisation; also: potency is read from the fitted curve at half-maximal effect; % is scaled to controls: 0 for no effect and ±100 for the full control effect
Target sequence (Q13526 whole entry, looked up): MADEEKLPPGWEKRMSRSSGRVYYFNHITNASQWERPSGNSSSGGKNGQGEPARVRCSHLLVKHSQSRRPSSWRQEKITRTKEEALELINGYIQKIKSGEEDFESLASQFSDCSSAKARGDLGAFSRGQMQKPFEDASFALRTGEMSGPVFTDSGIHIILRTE
G9a inh = qHTS Assay for Inhibitors of Histone Lysine Methyltransferase G9a. AID 504332, 2011. Potency, µM (highest dose often 102 µM), for inactives: top-dose activity, negative = inhibition, usual class: inhibitors. G9a H3K9 monomethylation, AlphaScreen, 2 h. 350,000 tested, 8.8% active; also: potency is read from the fitted curve at half-maximal effect; % is scaled to controls: 0 for no effect and ±100 for the full control effect; nearly all actives have a fitted effect of over 75% in size
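Using a bead-based AlphaScreen, monomethylated H3K9 product from 2 h room-temperature reactions (G9a 20 nM, peptide 500 nM, SAM 20 uM) was detected with 0.5 ug/mL rabbit anti-H3K9me1 antibody.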
Pol eta inh = qHTS for Inhibitors of Polymerase Eta; DNA polymerase eta (Homo sapiens), Q9Y253; recombinant Pol eta, fluorescent DNA replication assay; Potency, µM (doses to about 114 µM), inactives show at the highest dose activity change, negative = inhibition, actives largely listed as inhibitors; 390,000 tested, 1.2% active; also: potency is read from the fitted curve at half-maximal effect; % is scaled to controls: 0 for no effect and ±100 for the full control effect
Target sequence (Q9Y253 whole entry, looked up): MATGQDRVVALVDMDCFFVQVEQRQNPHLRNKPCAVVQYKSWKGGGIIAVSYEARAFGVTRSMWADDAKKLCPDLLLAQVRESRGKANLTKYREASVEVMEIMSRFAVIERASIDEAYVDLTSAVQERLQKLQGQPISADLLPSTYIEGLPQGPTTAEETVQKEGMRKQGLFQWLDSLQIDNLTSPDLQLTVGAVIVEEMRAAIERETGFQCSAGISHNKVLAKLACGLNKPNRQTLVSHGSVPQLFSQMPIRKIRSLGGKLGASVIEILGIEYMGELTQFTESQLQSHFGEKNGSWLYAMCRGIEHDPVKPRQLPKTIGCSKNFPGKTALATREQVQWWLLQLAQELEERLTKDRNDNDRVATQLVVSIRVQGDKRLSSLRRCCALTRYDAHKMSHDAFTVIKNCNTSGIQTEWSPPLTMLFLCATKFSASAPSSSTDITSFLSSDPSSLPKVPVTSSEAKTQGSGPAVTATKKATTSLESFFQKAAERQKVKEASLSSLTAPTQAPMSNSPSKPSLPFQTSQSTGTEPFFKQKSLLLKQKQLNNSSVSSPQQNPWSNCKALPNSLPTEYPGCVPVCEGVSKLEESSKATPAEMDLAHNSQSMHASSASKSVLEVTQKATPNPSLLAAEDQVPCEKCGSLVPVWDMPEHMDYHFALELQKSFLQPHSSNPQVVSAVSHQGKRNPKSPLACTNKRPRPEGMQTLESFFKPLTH
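Fluorescent replication assay: 50 nM final substrate added after a 15 min room-temperature compound preincubation with 10 nM enzyme. Signal taken at 0 min and again at 10 min.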
PI4K2A inh = qHTS for small molecular inhibitors of PI4K2A; Phosphatidylinositol 4-kinase type 2-alpha (Homo sapiens), Q9BTU6; purified PI4K2A, ADP-Glo luminescence, 1 h; hits give low values; activity change, negative = inhibition, % at 76.9 µM; 420,000 tested, 0.13% active; in the data active = activity change below about -50%; inconclusive = mostly about -30% to -49%;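 also: -100% = wells without enzyme as full effect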
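PI4K2A activity was measured by ADP-Glo luminescence: enzyme (4 ug/mL stock) and phosphatidylinositol (1.2 mM stock) in Tris pH 7.5/MgCl2/EGTA/Triton X-100 buffer were reacted with ATP (300 microM stock) for one hour at ambient temperature.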
Tb PGK inh = qHTS Assay to Find Inhibitors of Phosphoglycerate Kinase; Potency, µM (series often up to 57.5 µM), for inactives: top-dose activity change, negative = inhibition, hits mostly inhibitors; Phosphoglycerate kinase, glycosomal (Trypanosoma brucei brucei), P07378; 380,000 tested, 0.043% active; PGK/GAPDH coupled, Kinase-Glo luminescence, 60 min; also: potency is read from the fitted curve at half-maximal effect; % is scaled to controls: 0 for no effect and ±100 for the full control effect; nearly all actives have a fitted effect of over 60% in size
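Luminescent ATP detection (Kinase-Glo Plus) follows a 60-minute room-temperature incubation, with wells lacking PGK as controls. Buffer: 100 mM TEA (pH 7.6), 5 mM MgCl2, 0.01% Tween-20. Coupling enzyme GAPDH (100 nM final) supplies unstable 1,3-BPG in-well.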
JMJD2A Tudor inh = qHTS Assay for Inhibitors of JMJD2A-Tudor Domain; AlphaScreen JMJD2A-Tudor / H3K4me3 peptide binding; Potency, µM (doses to about 114 µM), for inactives: at the top dose activity change, negative = inhibition, most hits filed as inhibitors; 390,000 tested, 4.4% active; AID 504339, 2011; also: potency is read from the fitted curve at half-maximal effect; % is scaled to controls: 0 for no effect and ±100 for the full control effect; nearly all actives have a fitted effect of over 50% in size
BAZ2B inh = qHTS Assay for Inhibitors of BAZ2B; AlphaScreen BAZ2B-H3K14Ac peptide displacement; Potency, µM (titrated, usually from 114 µM), without a hit: at the highest dose activity change, negative = inhibition, hits mostly inhibitors; 360,000 tested, 4.4% active; also: potency is read from the fitted curve at half-maximal effect; % is scaled to controls: 0 for no effect and ±100 for the full control effect; nearly all actives have a fitted effect of over 60% in size
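AlphaScreen displacement of biotin-H3(5-23)K14Ac peptide (50 nM final) from BAZ2B (50 nM final) in PBS pH 7.4, 0.01% Tween-20; complex preformed 30 min RT, then compounds (top 110 uM) 30 min RT, beads 20 min dark.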
Numbers without * were called inactive; i = inactive; ? = inconclusive; / = not tested or not shown; [ ] = remark or other dose. Unless noted, calls follow the shape of the dose curve; as a rule, active = well fitted curve in the direction sought with a large enough effect; inconclusive = small, poorly fitted or top-dose-only effect, or another doubt; inactive = no such curve, though single readings can be large; an effect the other way counts as inactive or inconclusive. The list is partial; count on the stated rates, not on these rows.

Each structure is followed by: Pin1 inh	Tb PGK inh	Pol eta inh	JMJD2A Tudor inh	G9a inh	BAZ2B inh	PI4K2A inh	HP1b chromo inh	GLS inh
CCOc1ccccc1-n1cnc2cc(C(=O)NCc3ccco3)ccc21
→ -2%	-5%	?	?	?	-38%	-18	-10%	1%
Nc1ncnc2c1ncn2[C@@H]1O[C@H](CNC(=O)[C@@H](N)C2CCCCC2)[C@@H](O)[C@H]1O
→ -3%	-6%	-17%	-6%	/	/	-1	49%[activator]	-12%
CN(C(=O)c1cccc(NC(=O)Cc2cccc(NC(=O)C3CCN(C(=O)C4CC4)CC3)c2)c1)C1CCC1
→ 0%	-9%	-8%	-2%	/	/	0	35%	-2%
Cc1cc(N2CCOCC2)nc2ccc(NC(=S)NC(C)C)cc12
→ -1%	1%	-2%	-1%	71µM*	-11%	3	27%	26%
S=C(c1ccccc1)N1CCSCC1
→ 0%	3%	-7%	-23%	6%	8%	6	32%	-3%
C=CCNC(=O)c1ccc2c(c1)nnn2C
→ 1%	-1%	7%	-18%	8%	3%	-6	13%	6%
COc1ccc(N(CC(=O)NCc2ccccc2Cl)S(=O)(=O)c2c(C)n[nH]c2C)cc1
→ -6%	17%	3%	-9%	32%[activator]	-4%	-1	17%	0%
Cn1cc(SCC(N)=O)c2ccccc21
→ 1%	0%	-21%	-11%	-32%[59 µM]	1%	-2	33%	10%
O=C(/C=C/c1ccc(Cl)cc1)NC(=S)Nc1ccccc1C(=O)O
→ -3%	-7%	56µM*	-21%	6%	?	24	3%	7%
S=C(NCCc1ccccn1)Nc1cc(Cl)cc(Cl)c1
→ -1%	-3%	-17%	-20%	27%	-22%	2	-6%	7%
CC1=C(C(=O)OC2CCCC2)C(c2coc3ccccc3c2=O)C2=C(CC(C)(C)CC2=O)N1 (centres undefined)
→ -5%	-10%	4%	-10%[11.4 µM]	-25%	-16%	-1	71%[activator]	13%
O=C(N/N=C/c1ccc(Cl)cc1Cl)c1ccc2nc[nH]c2c1
→ -2%	-9%	-13%	7%	71µM*	-33%	-1	26%	7%
CCn1ncc([N+](=O)[O-])c1C(=O)N1CCCC1
→ -11%	10%	-8%	-1%	6%[59 µM]	6%	-1	25%	11%
COC(=O)c1c(C)[nH]c(C(=O)OCC(=O)c2ccc(C)s2)c1C
→ ?	8%	-19%	-26%	/	/	-7	4%	-3%
Cc1cc(C)cc(NC(=O)c2ccc3nc[nH]c3c2)c1
→ -1%	/	-12%	-10%	-3%[59 µM]	-1%	1	55%[activator]	-10%

Each structure is followed by: Pin1 inh	Tb PGK inh	Pol eta inh	JMJD2A Tudor inh	G9a inh	BAZ2B inh	PI4K2A inh	HP1b chromo inh	GLS inh
COc1ccc(N2CCN(C(=O)CSc3n[nH]c(-c4ccccc4)n3)CC2)cc1
→ -1%	i	-21%	-34%	16µM*	-26%	-2	9%[57 µM]	9%
CC(C)(CO)NCC(=O)Nc1cc(C(F)(F)F)cc(NC(=O)CNC(C)(C)CO)c1Cl
→ -5%	-7%	-6%	-12%	22%[59 µM]	6%	-4	25%	-3%
Cc1cccc(NC(=O)[C@@H](CC(C)C)NC(=O)[C@@H]2Cc3ccccc3CN2)c1
→ -1%	4%	-7%	-22%	14%[0.0925 µM]	?	-8	16%	15%
CC(c1ccccc1)n1c(CO)nc2ccccc21 (centres undefined)
→ -2%	i	-5%	-17%	-7%	-7%	-1	16%	0%
COc1ccc(OC)c(C(C(=O)NCc2ccco2)N(C(=O)Cn2nnc3ccccc32)C(C)C)c1 (centres undefined)
→ -12%	-6%	-5%	-5%	?	-7%	-10	8%	1%
Nc1ncn(C(=O)c2ccco2)n1
→ -1%	7%	0%	2%[11.4 µM]	?	2%	-17	39%[activator]	-5%
CC1CCCCN1C(=O)CSc1nc2ncccc2[nH]1 (centres undefined)
→ -10%	i	-12%	-9%	-15%	-11%	-1	22%	2%
CCOC(=O)C1(CCCc2ccccc2)CCN(C(=O)CSC)CC1
→ 1%	-2%	-14%	-8%	2%	-9%	-4	26%	-3%
Cc1cc(C)c(NC(=O)C2CCC(=O)N2)c(C)c1 (centres undefined)
→ -5%	-6%	-7%	-12%	16%	-20%	0	15%	-2%
COc1ccc2oc(=O)c(-c3csc(/C(C#N)=C/c4ccc(F)cc4)n3)cc2c1
→ ?	-8%	-6%	-6%	5%[59 µM]	4%	12	32%[activator]	5%
CCn1c(=O)c2sccc2n(CC(=O)NC2CCCCC2)c1=O
→ -9%	1%	-15%	3%	-9%	-15%	1	39%	30%
NS(=O)(=O)c1cccc(NC(=O)CCSc2ccc(Cl)cc2)c1
→ 0%	-3%	-15%	9%	1.4µM*	-6%	10	44%[activator]	9%
CC(C)(C)Nc1c2ccccc2nc2ccccc12
→ -1%	-3%	1%	3%	4%[2.33 µM]	10%	-5	43%[activator]	-1%
CCOC(=O)N1CCN(S(=O)(=O)c2ccc(-n3cnnn3)cc2)CC1
→ -2%	-4%	-7%	-17%	/	-12%	0	34%	-7%
O=C(O)CCCC(=O)Nc1ccc(Cl)cc1
→ 0%	-7%	-11%	-11%[57.1 µM]	-1%	4%	-17	-6%	1%

Some of the entries above, reformatted:
COc1ccc(N2CCN(C(=O)CSc3n[nH]c(-c4ccccc4)n3)CC2)cc1
- Pin1 inh: -1%
- Tb PGK inh: i
- Pol eta inh: -21%
- JMJD2A Tudor inh: -34%
- G9a inh: 16µM*
- BAZ2B inh: -26%
- PI4K2A inh: -2
- HP1b chromo inh: 9%[57 µM]
- GLS inh: 9%

CC(c1ccccc1)n1c(CO)nc2ccccc21 (centres undefined)
- Pin1 inh: -2%
- Tb PGK inh: i
- Pol eta inh: -5%
- JMJD2A Tudor inh: -17%
- G9a inh: -7%
- BAZ2B inh: -7%
- PI4K2A inh: -1
- HP1b chromo inh: 16%
- GLS inh: 0%

Next entries:
Each structure is followed by: Pin1 inh	Tb PGK inh	Pol eta inh	JMJD2A Tudor inh	G9a inh	BAZ2B inh	PI4K2A inh	HP1b chromo inh	GLS inh
O=C(O)c1cc(-c2ccc(Br)s2)nc2ccccc12
→ 15%	6%	?	-10%	?	-38%	-4	25%	-1%
CC(C)N(Cc1cnn(C)c1)C(=O)C1CCC(=O)N(CCc2cccc(F)c2)C1 (centres undefined)
→ 0%	0%	-4%	-3%	/	4%	-1	14%	6%
O=C(NC1CCCC1)C1CCN(S(=O)(=O)c2cccc3cccnc23)CC1
→ -3%	3%	-7%	-5%	31%[0.501 µM]	-2%	-1	19%	3%
COc1ccc(C(=O)NC2CC(C)(C)Cc3c2cnn3-c2ccccc2C)o1 (centres undefined)
→ 11%	-1%	-3%	-16%	?	-27%	1	15%	-1%
Cc1cc(N2C3CCC2CC(O)(c2ccc(F)cc2)C3)nc(-c2ccccc2)n1 (centres undefined)
→ -4%	-6%	-13%	-18%	-5%[12.7 µM]	-3%	-2	10%	3%
CN(C)N=Nc1ccc(S(=O)(=O)/N=C(\O)c2ccccc2)cc1
→ -7%	-12%	-10%	0%	8%	-9%	-4	40%[activator]	0%
COc1ccc([C@H]2/C=C\CN(S(=O)(=O)c3cccc4cccnc34)[C@@H](C)C(=O)N2Cc2ccc(F)cc2)cc1
→ 11%	13%	-18%	-26%	/	/	-2	27%	2%
C#CCOCCOCCOCCNc1nc(N2CCN(C(=O)[C@H]([C@@H](C)CC)n3cc(CCCCN)nn3)CC2)nc(N2CCN(C(=O)[C@H](CCCCN)n3cc(CCCC)nn3)CC2)n1
→ 0%	4%	-20%	-22%	20%[2.33 µM]	-1%	-7	10%	-2%
COc1ccc(-c2[nH]ncc2CN2CCCO2)c(F)c1
→ 5%	-4%	-4%	-9%	-1%	1%	6	41%	6%
Clc1ccccc1-c1nc2nc3ccccc3nc2n1-c1ccc2c(c1)OCO2
→ 21%	-3%	-14%	-25%	7%[59 µM]	-6%	1	24%	3%
O=C(NCC(c1ccco1)N1CCN(c2ccccc2)CC1)c1cccs1 (centres undefined)
→ -5%	-8%	-5%	-34%	?	-7%	-4	-8%	18%
Cc1cc(C(C#N)c2ccccc2)n2ncnc2n1 (centres undefined)
→ -9%	0%	10%	-12%	?	5%	6	19%	45%[activator]
Cc1ccc(OC(C)C(=O)N2CC(=O)Nc3ccccc32)cc1 (centres undefined)
→ -10%	-9%	-13%	-13%	3.5µM*	-8%	-2	23%	-5%

Compound profiles (already shown). Order of values: Pin1 inh, Tb PGK inh, Pol eta inh, JMJD2A Tudor inh, G9a inh, BAZ2B inh, PI4K2A inh, HP1b chromo inh, GLS inh
Shown for COc1ccc([C@H]2/C=C\CN(S(=O)(=O)c3cccc4cccnc34)[C@@H](C)C(=O)N2Cc2ccc(F)cc2)cc1 : 11%, 13%, -18%, -26%, /, /, -2, 27%, 2%
Shown for Clc1ccccc1-c1nc2nc3ccccc3nc2n1-c1ccc2c(c1)OCO2 : 21%, -3%, -14%, -25%, 7%[59 µM], -6%, 1, 24%, 3%
